Compound activity as filed in PubChem.
TNAP act hiacc: increases human TNAP activity under high phosphate acceptor concentration | P05186 | purified TNAP, CDP-star luminescence, 1 M DEA, 30 min; stronger effect = higher value; 0 = EDTA background, 1 = DMSO-only activity | activation factor at 20 µM | 200,000 tested, under 10 active | AID 1136;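 active = activation factor at least 2 at 20 µM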
Target sequence (P05186 whole entry, looked up): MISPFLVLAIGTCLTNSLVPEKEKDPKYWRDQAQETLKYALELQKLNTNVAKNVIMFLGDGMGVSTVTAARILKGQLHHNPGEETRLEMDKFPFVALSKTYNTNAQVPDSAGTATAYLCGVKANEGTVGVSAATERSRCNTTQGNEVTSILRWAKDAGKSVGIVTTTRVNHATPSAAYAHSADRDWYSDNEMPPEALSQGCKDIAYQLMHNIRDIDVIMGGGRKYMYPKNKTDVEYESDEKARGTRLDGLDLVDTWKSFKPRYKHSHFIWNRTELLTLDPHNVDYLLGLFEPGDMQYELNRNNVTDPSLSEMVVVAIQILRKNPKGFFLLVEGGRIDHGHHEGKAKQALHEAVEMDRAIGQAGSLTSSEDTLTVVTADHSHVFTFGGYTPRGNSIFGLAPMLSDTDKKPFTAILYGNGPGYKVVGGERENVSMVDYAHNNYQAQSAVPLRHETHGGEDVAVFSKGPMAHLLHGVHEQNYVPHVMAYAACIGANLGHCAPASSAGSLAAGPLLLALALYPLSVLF
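Measured by: Luminescent substrate turnover signal | Test system: Human TNAP | Input: TNAP 1/800 final | Dosing: 20 µM single point | Schedule: 30 min, room temperature | Controls: EDTA wells as negative control, DMSO wells as positive control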
SRC2 TRFRET art: TR-FRET artefact, counter-screen to PPARgamma/SRC-2 agonist assay; AID 1049; stronger effect = higher value; 200,000 compounds, 0.4% hits; TR-FRET ratio at 8 µM; in the data active = TR-FRET ratio above about 2000; also: inactives centre near 1500
bIAP inhibitor: intestinal alkaline phosphatase (bovine) inhibition; AID 1019; purified bovine IAP, CDP-star luminescence, 30 min; 190,000 tested, under 10 active; inhibition, % at 20 µM;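 active = over 50% inhibition of intestinal alkaline phosphatase at 20 µM in the single-dose screen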
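System: purified bovine intestinal alkaline phosphatase (IAP) enzyme; Input: IAP diluted 1/65,000,000 in the well; Measured by: CDP-star luminescence signal; Compound dosing: 20 µM single dose; Incubation: 30 min reaction at room temperature.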
PPARg SRC3 recr: promotes SRC-3 coactivator recruitment by human PPARgamma | 200,000 compounds, 0.26% hits | P37231 | biochemical PPARgamma/SRC-3 coactivator recruitment assay | AID 731 | activation, % at 8 µM; in the data active = activation above about 23%;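 also: 0% = DMSO and 100% = reference agonist; some compounds past the cut are filed as inactive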
Target sequence (P37231 whole entry, looked up): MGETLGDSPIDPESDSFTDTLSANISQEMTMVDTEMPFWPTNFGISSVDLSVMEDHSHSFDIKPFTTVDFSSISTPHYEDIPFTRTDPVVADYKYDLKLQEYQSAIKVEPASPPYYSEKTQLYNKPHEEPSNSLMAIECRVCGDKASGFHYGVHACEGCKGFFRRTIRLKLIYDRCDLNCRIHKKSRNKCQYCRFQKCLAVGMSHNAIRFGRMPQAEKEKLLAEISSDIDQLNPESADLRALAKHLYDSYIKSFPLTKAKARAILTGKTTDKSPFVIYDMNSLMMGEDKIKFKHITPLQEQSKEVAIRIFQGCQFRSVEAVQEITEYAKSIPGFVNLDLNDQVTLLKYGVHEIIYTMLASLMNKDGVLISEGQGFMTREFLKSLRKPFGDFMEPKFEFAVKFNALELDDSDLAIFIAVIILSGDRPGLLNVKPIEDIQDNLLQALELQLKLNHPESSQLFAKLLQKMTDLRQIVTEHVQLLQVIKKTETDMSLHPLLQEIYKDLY
STAT1 blocker: reduces IFN-gamma driven STAT1 reporter signal; NIH 3T3 STAT1-luciferase reporter, luminescence; inhibition, % at 5.5 µM; 200,000 compounds, 0.35% hits;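 active = inhibition above a set limit, the mean inhibition across all tested compounds plus 3 SD, cut at about 34% in these data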;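 also: 0% = IFN-gamma with DMSO and 100% = IFN-gamma with 300 µM nifuroxazide; values of inactives mirror those of a sister screen read the other way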
PPARg SRC1 recr: promotes SRC-1 coactivator recruitment by human PPARgamma; 200,000 compounds, 0.41% hits; activation, % at 8 µM; P37231; PPARgamma-SRC-1 coactivator recruitment biochemical assay; in the data active = activation above about 19%;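 also: 0% = DMSO and 100% = reference agonist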
bIAP act: intestinal alkaline phosphatase (bovine) activation; purified bovine IAP, CDP-star luminescence, 30 min; stronger effect = higher value; fold of DMSO-control signal, blank-subtracted; activation factor at 20 µM; 200,000 compounds, 0.17% hits;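 active = activation factor of 2 or more at 20 µM, a signal rise over negative controls twice the positive control's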
ROMK primary: human ROMK K+ channel modulation, primary screen. P48048. Tet-inducible ROMK, thallium flux fluorescence; actives lie on both sides. B-score at 10 µM. 130,000 compounds, 2% hits. AID 1918;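 active = signal ratio slope over the read window, or its plate-corrected B-score, at least 3 SD from the plate mean, either direction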;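 also: B-score of the F/F0 ratio slope over 7 to 12 s after thallium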
STAT3 act: increases IL-6 driven STAT3 reporter signal; U3A cells, IL-6 STAT3-luciferase reporter, luminescence; 100% = signal with IL-6 EC80 alone; activation (% of control), % at 5.6 µM; 190,000 compounds, 0.91% hits; AID 871;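 active = activation above the screen-wide mean of compound activation plus 3 SD, cut at about 130% in these data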;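 also: 0% = background luminescence of wells with medium and substrate only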
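Test system: human U3A cells carrying STAT3-luciferase construct; control set: IL-6-only wells as 100% reference; timing: compound pre-incubation 1 h before IL-6, then 6 h stimulation at 37 °C; also added: IL-6 stimulus at 33 ng/mL final; evaluation: % activation versus median of IL-6-stimulated wells; detection: reporter luminescence signal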
PPARg SRC2 recr: promotes SRC-2 coactivator recruitment by human PPARgamma. P37231. PPARgamma LBD-SRC-2 recruitment, biochemical. activation, % at 8 µM. 200,000 compounds, 0.34% hits. AID 1032; in the data active = activation above about 22%;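 also: 0% = vehicle and 100% = reference agonist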
STAT3 blocker: inhibitors of IL-6 induced STAT3 signaling; U3A cells, IL-6 STAT3-luciferase reporter, luminescence; host cell line lacks STAT1; inhibition, % at 5.5 µM; 190,000 compounds, 0.89% hits;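 active = inhibition above the mean inhibition across all screened compounds plus 3 SD, cut at about 44% in these data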;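 also: 0% = DMSO only wells and 100% = 100 µM nifuroxazide control wells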
An asterisk follows results filed as active; nt = no result given. Outcome played no part in choosing rows; about 3.7% have a hit in one of these screens.

SMILES | TNAP act hiacc | SRC2 TRFRET art | bIAP inhibitor | PPARg SRC3 recr | STAT1 blocker | PPARg SRC1 recr | bIAP act | ROMK primary | STAT3 act | PPARg SRC2 recr | STAT3 blocker
O=C(NCc1ccncc1)c1ccc(Br)o1 | 1 | 1517 | 7 | -4 | 4 | 3 | 0.9 | nt | 101 | 1 | 5
COc1ccc(N(CC(=O)N2CCN(c3ccccc3F)CC2)S(=O)(=O)c2c(C)n[nH]c2C)cc1 | 1 | 1578 | -18 | 0 | 3 | -2 | 1.2 | -0.25 | 103 | 5 | 5
COc1ccc(OCc2cnc(Cl)s2)cc1 | 1 | 1572 | 1 | 2 | -13 | 6 | 1 | nt | 109 | 4 | 0
CC(C)(C)OC(=O)N1CC(O)CC1C(=O)OCC(=O)c1ccc(Cl)cc1 (centres undefined) | 1 | 1710 | 2 | -1 | 1 | -4 | 1 | -1.3 | 109 | -1 | -6
CCn1c2ccccc2n2c(=O)c(=O)n(CC(=O)Nc3ccc(C(C)C)cc3)nc12 | 1 | 1550 | -1 | 0 | -11 | -2 | 1 | 0.89 | 105 | 3 | -5
CC(C)Nc1nc(SCC(=O)Nc2ccccc2)nc(N2CCOCC2)n1 | 1 | 1553 | 6 | 17 | 5 | 7 | 0.9 | 0.71 | 110 | 7 | -9
CCn1c(COc2ccccc2)nnc1SCc1ccc(C#N)cc1 | 1.1 | 1604 | 5 | -1 | 4 | 4 | 0.9 | -1.1 | 90 | 4 | 19
CC(=O)Nc1cc2c(cc1C(=O)C(C)C)OCCO2 | 1.1 | 1494 | 1 | -4 | 11 | -1 | 1 | nt | 106 | 0 | -4
O=C(Nc1ccccc1O)c1csc2c1CCCC2 | 1.1 | 1386 | 8 | -4 | -8 | -4 | 0.9 | -0.18 | 151* | -6 | -55
O=C(NCc1ccc2c(c1)OCO2)c1ccc(-c2ccc(Cl)cc2)o1 | 1.1 | 1516 | nt | -5 | -5 | -4 | 0.4 | -0.9 | 103 | 9 | 0
Cc1cc(C)cc(OCc2nnc(SCC(=O)OC3CCCCC3)o2)c1 | 1 | 1471 | 13 | -13 | 2 | -1 | 0.9 | nt | 102 | -4 | 2
O=C(/C=C\Nc1ccccc1Br)c1ccc2c(c1)OCO2 | 1 | 1603 | 44 | 2 | 82* | 2 | 0.6 | -0.7 | 27 | 9 | 87*
O=C(Nc1nc(-c2cccs2)cs1)c1ccc(Cl)cc1 | 1 | 1534 | 0 | -7 | -22 | -1 | 1 | nt | 92 | 3 | 10
Cc1ccc(S(=O)(=O)NCCCn2ccnc2)cc1 | 1 | 1406 | 6 | -5 | -7 | -4 | 0.9 | 0.66 | 99 | -6 | 10
COCCNC(=O)c1cccc(C)c1[N+](=O)[O-] | 1 | 1498 | 9 | 0 | -2 | 6 | 0.9 | nt | 97 | 0 | -1
COc1ccc(C(=O)N/N=C(\CCC(=O)O)c2ccc(C(C)(C)C)cc2)cc1OC | 1 | 1420 | -10 | -2 | -7 | 7 | 1.1 | 0.21 | 100 | 0 | 5
CC(C)(C)NC(=O)CSc1nc2[nH]ncc2c(=O)[nH]1 | 1 | 1495 | -15 | -1 | -5 | 5 | 1.1 | -0.5 | 95 | -2 | 16
O=C(c1ccccc1)n1ccn(-c2ccccc2)c1=S | 1 | 1558 | -3 | -8 | 7 | 6 | 1 | -1.5 | 88 | 15 | 18
COc1cccc(-c2cc(C(=O)Nc3nc4ccccc4s3)c3ccccc3n2)c1 | 1 | 1944 | 2 | 17 | 8 | 6 | 1 | nt | 111 | 10 | -2
CCc1noc(C)c1C(=O)N1CCCC(C(=O)c2cc(F)ccc2F)C1 (centres undefined) | 1 | 1585 | 2 | 4 | -8 | 6 | 1 | 0.2 | 103 | 6 | -1
Brc1ccc(CSc2nnc(-c3cccnc3)o2)cc1 | 1 | 1476 | 10 | 0 | -12 | 0 | 0.9 | -0.94 | 102 | 0 | 2
Fc1ccc(C(c2nnnn2Cc2ccccc2)N2CCSCC2)cc1 (centres undefined) | 1 | 1401 | 7 | -2 | 10 | -4 | 0.9 | 0.2 | 100 | -6 | 7
CC(=O)N1N=C(c2ccc(C(C)(C)C)cc2)OC1(C)C | 1 | 1441 | -1 | 2 | -10 | -8 | 1 | nt | 109 | 1 | -15
O=C(CSc1ccc2nnc(-c3cccnc3)n2n1)NCc1ccco1 | 1.1 | 1681 | -6 | -2 | -5 | 7 | 1.1 | nt | 97 | 11 | 12
COCCNC(=S)N/N=C/c1ccc(OCc2ccc(C(=O)OC)cc2)c(OC)c1 | 1 | 1504 | -2 | 9 | -1 | -2 | 1 | 0.2 | 99 | 2 | 0
Cn1c(=O)c(C(=O)COC(=O)c2cc(C(F)(F)F)nc3c(C(F)(F)F)cccc23)c(N)n(CC2CC2)c1=O | 1 | 1594 | 10 | 0 | 3 | -2 | 0.9 | 1.1 | 99 | 3 | -2
CN(Cc1ccccc1)C(=S)NC(=O)C1CCCCC1 | 1 | 1746 | 2 | -5 | -4 | 10 | 1 | nt | 101 | -4 | -7
O=C(N/N=C/c1ccc([N+](=O)[O-])o1)c1cc(-c2ccncc2)nc2ccccc12 | 0.9 | 1364 | 17 | -2 | 6 | 4 | 0.8 | 0.19 | 98 | 12 | 9
CSc1ccc(/C=N/n2nnnc2N)cc1 | 1 | 1392 | 14 | 1 | -6 | -6 | 0.9 | -0.098 | 96 | 0 | 11
O=C(c1cc(-c2cccnc2)nc2ccc(Br)cc12)N1CCC2(CC1)OCCO2 | nt | 1497 | nt | 15 | 0 | 2 | nt | nt | 102 | 6 | 3
COc1ccc2oc(=O)c(-c3nc(C)cs3)cc2c1 | 1 | 1597 | 12 | 0 | -39 | 0 | 0.9 | -5.1* | 94 | 3 | 13
CC(=O)c1ccc(Nc2cc(C)nc3nc(C)nn23)cc1 | 1 | 1456 | 10 | 0 | 4 | 4 | 0.9 | 0.51 | 99 | -2 | 1
CCN(CC(=O)NC1CCS(=O)(=O)C1)S(=O)(=O)c1ccc2ccccc2c1 (centres undefined) | 1.1 | 1446 | 1 | -2 | -3 | -1 | 1 | 0.52 | 99 | 1 | 0
CCN(CC)S(=O)(=O)c1ccc(OC)c(NC(=O)c2cc(C)on2)c1 | 1 | 1547 | -6 | 5 | 0 | -3 | 1.1 | 0.067 | 101 | -9 | 0
CCc1cccc(CC)c1NC(=S)N(CCN(C)C)C(C)c1cccnc1 (centres undefined) | 1 | 1412 | 11 | -5 | 0 | -5 | 0.9 | 0.00016 | 114 | -7 | -9
CCOC(=O)N1CCN(S(=O)(=O)c2cc3c(cc2C)NC(=O)CO3)CC1 | 1.1 | 1527 | 2 | 18 | 8 | 12 | 1 | nt | 103 | 10 | 0
COc1ccccc1C1CCCN1Cc1nc(-c2cc3c(cc2Cl)OCO3)oc1C (centres undefined) | 1.1 | 1695 | 8 | 2 | 3 | 2 | 0.9 | -0.71 | 101 | -1 | 5
COc1ccc(OC)c(Nc2nc(N)nc(CSc3nnc(N)s3)n2)c1 | 1 | 1634 | 15 | 12 | 6 | 12 | 0.9 | nt | 90 | 4 | 19
CCOc1ccc(-c2nnc(SCc3nc4ccccc4[nH]3)n2N)cc1 | 1 | 1498 | -74 | -6 | 10 | -6 | 1.7 | nt | 100 | -2 | 4
CCOC(=O)c1ccc(N2C(=O)C3CC=C(C)CC3C2=O)cc1 (centres undefined) | 1 | 1690 | 12 | 8 | 11 | 0 | 0.9 | 0.1 | 97 | 11 | 4
Cc1ccc2nc(NNC(=O)c3ccc4c(c3)OCCO4)sc2c1 | 1 | 1597 | 13 | 7 | 7 | 2 | 0.9 | -0.39 | 108 | 11 | -10
CC1(C)C(=O)Nc2ccccc2N1C(=O)COC(=O)C1CCCCC1 | 1 | 1568 | 3 | 7 | 3 | 5 | 1 | -0.099 | 97 | 4 | 4
COc1ccc(-c2ccnc(SCC(=O)Nc3ccccn3)n2)cc1 | 1 | 1483 | 6 | 11 | 3 | -5 | 0.9 | -1.7 | 104 | 11 | -2
CNC(=S)N/N=C/c1c(Cl)cccc1Cl | 1 | 1703 | 3 | 5 | 13 | 18 | 1 | -0.09 | 84 | 16 | 22
CC(=O)Nc1cccc(OCC(=O)Nc2ccccc2)c1 | 1 | 1334 | 11 | -9 | -21 | -4 | 0.9 | 1.6 | 104 | -2 | 0
Cc1ccc(/C=c2\sc3nc(-c4cccnc4)nn3c2=O)cc1 | 1 | 1676 | 3 | 14 | -4 | 8 | 1 | nt | 104 | 3 | 0
CCCc1cc(=O)[nH]c(SCc2ccc(Cl)cc2)n1 | 1 | 1666 | 14 | -3 | -1 | 1 | 0.9 | 0.082 | 102 | -2 | 4
CN(C)c1ccc(/C=N/n2c(-c3cccnc3)n[nH]c2=S)cc1 | 1.1 | 1636 | 0 | 8 | 1 | 9 | 1 | -0.028 | 79 | 4 | 28

Single entries from the entries so far:
In STAT3 act, CN(C)c1ccc(/C=N/n2c(-c3cccnc3)n[nH]c2=S)cc1 has 79
In STAT3 act, CC(=O)Nc1cccc(OCC(=O)Nc2ccccc2)c1 has 104

Whole records, looked up by structure:
COc1ccc(OC)c(Nc2nc(N)nc(CSc3nnc(N)s3)n2)c1 across the screens: TNAP act hiacc: 1; SRC2 TRFRET art: 1634; bIAP inhibitor: 15; PPARg SRC3 recr: 12; STAT1 blocker: 6; PPARg SRC1 recr: 12; bIAP act: 0.9; ROMK primary: nt; STAT3 act: 90; PPARg SRC2 recr: 4; STAT3 blocker: 19
CCCc1cc(=O)[nH]c(SCc2ccc(Cl)cc2)n1 across the screens: TNAP act hiacc: 1; SRC2 TRFRET art: 1666; bIAP inhibitor: 14; PPARg SRC3 recr: -3; STAT1 blocker: -1; PPARg SRC1 recr: 1; bIAP act: 0.9; ROMK primary: 0.082; STAT3 act: 102; PPARg SRC2 recr: -2; STAT3 blocker: 4
